# CHRM4 agonist: CHRM4 agonism in calcium assay; P08173; CHO-K1 hM4/Gqi5, Fluo-8 calcium fluorescence; vehicle 0%, full acetylcholine response 100%; activation, % at 3 µM; hit rate 0.14% among 360,000;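 active = activation above the run mean over all test wells plus 3 SD, cut at about 32% in these data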;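 note: peak over basal fluorescence ratio per well then scaled between controls; 0% = DMSO wells and 100% = acetylcholine at EC100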
# CHO-K1 Ca antag: counter-screen for M1 antagonists: effect in parental CHO-K1 cells | ATP-induced calcium, Fluo-8 fluorescence | AID 602250 | hit rate 0.6% among 360,000 | inhibition, % at 3 µM;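 active = inhibition above a per-plate cutoff, the plate's mean sample inhibition plus 3 SD, cut at about 24% in these data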;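 note: 0% = DMSO plus EC80 ATP and 100% = DMSO alone without ATP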
# M1 ag parental: nonselective activator or artifact in parental CHO-K1 cells; AID 602248; Fluo-8 calcium fluorescence; scaled to maximal ATP response, vehicle zero; activation, % at 3 µM; hit rate 0.48% among 360,000; in the data active = activation above about 15%;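 note: untransfected CHO-K1 host cells lacking M1 receptor as counterscreen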
# M5 PAM: positive allosteric modulators of human muscarinic M5 receptor; activation, % at 3 µM; CHO-K1 hM5, Fluo-8 calcium, ACh EC20 PAM; 0% = ACh EC20, 100% = ACh EC100; P08912; hit rate 0.3% among 360,000;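 active = activation above the run cutoff, the mean activation of all test compounds plus 3 SD, cut at about 18% in these data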
# Target sequence (P08912 whole entry, looked up): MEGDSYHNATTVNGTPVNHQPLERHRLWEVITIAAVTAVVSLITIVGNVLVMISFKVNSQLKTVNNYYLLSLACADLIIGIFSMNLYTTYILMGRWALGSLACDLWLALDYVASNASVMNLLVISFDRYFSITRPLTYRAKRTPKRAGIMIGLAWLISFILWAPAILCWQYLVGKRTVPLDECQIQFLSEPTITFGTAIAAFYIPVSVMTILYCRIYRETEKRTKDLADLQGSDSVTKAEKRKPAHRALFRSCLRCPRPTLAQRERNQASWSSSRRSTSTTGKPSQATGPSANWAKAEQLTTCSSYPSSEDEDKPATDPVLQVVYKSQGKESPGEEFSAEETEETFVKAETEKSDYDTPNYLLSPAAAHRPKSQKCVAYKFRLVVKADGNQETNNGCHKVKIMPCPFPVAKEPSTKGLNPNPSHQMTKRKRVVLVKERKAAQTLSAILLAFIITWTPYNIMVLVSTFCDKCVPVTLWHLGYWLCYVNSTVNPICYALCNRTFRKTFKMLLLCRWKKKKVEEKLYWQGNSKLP
#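 Assay system – human M5 receptor in CHO-K1 cells · Read-out – % activation, ACh-normalized · Technique – Fluo-8 calcium fluorescence · Dosing – single-point, 3 µM nominal · Incubation – Fluo-8 loading 80 min at 37 °C plus 30 min room temperature · Repeats – singlicate, one well per test compound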
# M1 PAM parental: M1 PAM counterscreen hit in parental CHO-K1 cells; ATP EC20, Fluo-8 calcium fluorescence; 0% at ATP EC20, 100% at ATP max; activation, % at 3 µM; hit rate 0.02% among 360,000; AID 602247;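 active = activation above the run cutoff, the mean activation of all test compounds plus 3 SD, cut at about 40% in these data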;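 note: peak over basal fluorescence ratio in a 140 s read after ATP addition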
# CHRM4 PAM: potentiates acetylcholine response at human M4 receptor | AID 624126 | CHO-K1 hM4/Gqi5, Fluo-8 calcium fluorescence, ACh EC20; 0% = ACh EC20, 100% = maximal ACh | hit rate 0.4% among 360,000 | activation, % at 3 µM;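 active = activation above its plate's cutoff, the mean activation of sample wells plus 3 SD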; note: some results filed as inactive read as strong as hits
# CHRM4 antagonist: blocks acetylcholine activation of human M4 receptor; hit rate 0.73% among 360,000; AID 624125; P08173; inhibition, % at 3 µM; CHO-hM4 cells, ACh EC80, Fluo-8 calcium fluorescence;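 active = inhibition above its plate's cutoff, the mean inhibition of sample wells plus 3 SD, cut at about 27% in these data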;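 note: 0% = acetylcholine EC80 with DMSO and 100% = DMSO without agonist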
# CHRM5 antagonist: blocks acetylcholine activation of human M5 receptor; inhibition, % at 3 µM; hit rate 0.59% among 360,000; AID 624040; CHO-hM5 cells, Fluo-8 calcium fluorescence, ACh EC80; P08912;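 active = inhibition above a per-plate cutoff, the mean of that plate's test compounds plus 3 SD, cut at about 27% in these data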;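 note: 0% = acetylcholine EC80 with DMSO and 100% = DMSO without agonist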
# M5 ag: agonists of human muscarinic M5 receptor (CHRM5). P08912. CHO-K1 hM5 cells, Fluo-8 calcium fluorescence; 0% DMSO wells, 100% maximal acetylcholine response. activation, % at 3 µM. hit rate 0.19% among 360,000;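 active = activation above the run's mean over test compounds plus 3 SD, cut at about 23% in these data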;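 note: signal is peak over basal fluorescence ratio across the kinetic read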
# Numbers without * were called inactive; . = not tested or not shown. No enrichment for hits. About 2.7% of those tested had a hit in this group.
SMILES	CHRM5 antagonist	CHRM4 antagonist	M5 PAM	CHO-K1 Ca antag	CHRM4 PAM	M5 ag	CHRM4 agonist	M1 ag parental	M1 PAM parental
Cc1cn(C(=O)c2ccccc2)c(=S)n1-c1ccc(Br)cc1	-3	-9	1	-6	-1	-2	-3	-0.2	-4
O=C(COC(=O)/C=C/c1ccccc1[N+](=O)[O-])NC(=O)NC1CCCC1	-2	-19	11	-5	16	3	-1	1.8	14
COc1ccc2nc(SCC(=O)N3CC(=O)Nc4ccccc43)c(C#N)cc2c1	-7	1	5	0	8	2	4	0.4	10
Cc1cccc2c1OCC/C2=N\NC(=O)COc1ccccc1	1	-6	-4	-6	15	-5	-1	-0.1	17
COc1ccc2c(c1)CCC(=O)[C@H](O)C[C@H](c1ccccc1)OC2=O	-5	-5	-4	-32	18	3	9	2.3	10
CC1CCC2(CC1)NC(=O)N(CC(=O)NCc1ccco1)C2=O (centres undefined)	11	9	-5	-11	-1	0	0	0.8	23
Cc1ccc2nc(NC(=O)C3CCCN(S(=O)(=O)c4cnc[nH]4)C3)sc2c1 (centres undefined)	-1	-5	2	-8	4	2	0	0.7	17
ClCCn1cnc2c(SCc3ccccc3Cl)ncnc21	3	-4	4	-14	2	-3	6	-0.2	21
N#CCC(=O)c1sccc1-n1cccc1	5	6	7	-15	2	0	1	1.4	24
C#CC1(NC(=O)NC(C)(C)C)CCCCC1	-7	-10	6	-5	4	1	1	0.3	9
COC(=O)C(C)Sc1nc2c(c(=O)n(C)c(=O)n2C)n1CCC(C)C (centres undefined)	-2	-2	-2	-9	-3	-3	1	0.8	14
CN1Cc2c(N3CCOCC3)nc3sc(C(=O)c4ccc(Br)cc4)c(N)c3c2CC1(C)C	6	24	4	-6	-10	-6	16	4.2	17
CCOc1ccc(Cn2c(=O)oc3ccccc32)cc1	-5	-1	7	-7	-2	-1	-1	-0.1	15
O=C(CN1c2ccccc2Sc2ccccc21)NNC(=O)Nc1cccc(Cl)c1	6	11	-9	8	-19	2	2	1.6	12
C[C@H](CO)N1C[C@H](C)[C@@H](CN(C)C(=O)c2cc(-c3ccccc3)on2)OCc2cnnn2CCCC1=O	6	-3	5	-11	2	-2	0	0.7	15
COc1ccc(OC)c(S(=O)(=O)N2CCC(C(=O)NCc3cccnc3)CC2)c1	6	3	5	4	-6	-3	-1	0.0	-3
COc1ccc(C2=Nc3ccccc3N(C(=O)Cc3cc(OC)cc(OC)c3)C2C(=O)NC(C)C)cc1 (centres undefined)	-2	-2	8	.	12	2	1	.	.
CCC(=O)Nc1ccc(C(=O)OCc2ccc(Cl)c(Cl)c2)cc1	1	-2	-1	6	6	-1	1	-0.1	1
COC(=O)COc1ccc(S(=O)(=O)N2CCCCCC2)cc1	-5	-7	3	-2	0	-3	2	0.2	16
COc1ccc(CNC(=O)CN(Cc2ccco2)C(=O)CCC(=O)Nc2ccccn2)cc1	7	3	-3	-2	-10	-2	2	1.1	-5
COc1ccccc1N1CCN(c2cc(=O)n(Cc3ccc(F)cc3)c(=O)[nH]2)CC1	-3	-4	-1	0	7	3	1	0.4	12
CC(C)N1CCN(Cc2ccc(Sc3nncn3C)o2)CC1CCO (centres undefined)	0	8	-3	-1	-12	-2	0	0.3	1
CCOc1ccc(CCNC(=O)CCc2nc(-c3ccc(OC)cc3)no2)cc1OCC	-4	5	-2	2	16	0	2	0.6	7
COc1ccc(Cc2noc(CN3CCN(Cc4csc(C)n4)CC3)n2)cc1OC	12	1	3	-13	4	-3	2	3.1	23
O=C(C1CCCO1)N1CCN(S(=O)(=O)c2ccc(Br)cc2)CC1 (centres undefined)	19	-3	-8	6	4	-4	2	0.8	-16
O=C(NCC1COc2ccccc2O1)c1cc2ccccc2o1 (centres undefined)	-4	-2	-2	-9	6	-3	2	1.3	7
O=C(COC(=O)c1nc(Cl)ccc1Cl)NCCc1ccccc1	6	-6	-2	-6	8	-2	3	0.0	-3
Cc1ccc(S(=O)(=O)N2[C@H](c3ccc(Cl)cc3)CC(=O)[C@@H]3CN(S(=O)(=O)c4ccccc4C)[C@H](c4ccc(Cl)cc4)C[C@@H]32)cc1	2	7	1	12	-8	4	0	0.2	-1
COc1cccc(NC(=O)CSc2nnc3cc(C)nc(N)n23)c1	-1	-3	-3	-8	-1	-2	1	0.3	0

# Random excerpt: 2 records from the list
SMILES	CHRM5 antagonist	CHRM4 antagonist	M5 PAM	CHO-K1 Ca antag	CHRM4 PAM	M5 ag	CHRM4 agonist	M1 ag parental	M1 PAM parental
COC(=O)C(C)Sc1nc2c(c(=O)n(C)c(=O)n2C)n1CCC(C)C (centres undefined)	-2	-2	-2	-9	-3	-3	1	0.8	14
CN1Cc2c(N3CCOCC3)nc3sc(C(=O)c4ccc(Br)cc4)c(N)c3c2CC1(C)C	6	24	4	-6	-10	-6	16	4.2	17

# Gathered by group, those above containing an aryl methoxy group.
SMILES	CHRM5 antagonist	CHRM4 antagonist	M5 PAM	CHO-K1 Ca antag	CHRM4 PAM	M5 ag	CHRM4 agonist	M1 ag parental	M1 PAM parental
COc1ccc2nc(SCC(=O)N3CC(=O)Nc4ccccc43)c(C#N)cc2c1	-7	1	5	0	8	2	4	0.4	10
COc1ccc2c(c1)CCC(=O)[C@H](O)C[C@H](c1ccccc1)OC2=O	-5	-5	-4	-32	18	3	9	2.3	10
COc1ccc(OC)c(S(=O)(=O)N2CCC(C(=O)NCc3cccnc3)CC2)c1	6	3	5	4	-6	-3	-1	0.0	-3
COc1ccc(C2=Nc3ccccc3N(C(=O)Cc3cc(OC)cc(OC)c3)C2C(=O)NC(C)C)cc1 (centres undefined)	-2	-2	8	.	12	2	1	.	.
COc1ccc(CNC(=O)CN(Cc2ccco2)C(=O)CCC(=O)Nc2ccccn2)cc1	7	3	-3	-2	-10	-2	2	1.1	-5
COc1ccccc1N1CCN(c2cc(=O)n(Cc3ccc(F)cc3)c(=O)[nH]2)CC1	-3	-4	-1	0	7	3	1	0.4	12
CCOc1ccc(CCNC(=O)CCc2nc(-c3ccc(OC)cc3)no2)cc1OCC	-4	5	-2	2	16	0	2	0.6	7
COc1ccc(Cc2noc(CN3CCN(Cc4csc(C)n4)CC3)n2)cc1OC	12	1	3	-13	4	-3	2	3.1	23
COc1cccc(NC(=O)CSc2nnc3cc(C)nc(N)n23)c1	-1	-3	-3	-8	-1	-2	1	0.3	0

# Bioassay records: PubChem, The Scripps Research Institute Molecular Screening Center
